# Screening results deposited in PubChem by ICCB-Longwood Screening Facility, Harvard Medical School.
# Polio RdRp inh – poliovirus RNA polymerase inhibition | poliovirus polymerase elongation, fluorescence polarization; hits give low values | % elongation, % (compound at 16.7 µg/mL) | 150,000 compounds, 0.66% hits; in the data active = % elongation below about 90%; also: some results filed as inactive read as strong as hits
# Target sequence (P03300 1749-2209 limits assumed): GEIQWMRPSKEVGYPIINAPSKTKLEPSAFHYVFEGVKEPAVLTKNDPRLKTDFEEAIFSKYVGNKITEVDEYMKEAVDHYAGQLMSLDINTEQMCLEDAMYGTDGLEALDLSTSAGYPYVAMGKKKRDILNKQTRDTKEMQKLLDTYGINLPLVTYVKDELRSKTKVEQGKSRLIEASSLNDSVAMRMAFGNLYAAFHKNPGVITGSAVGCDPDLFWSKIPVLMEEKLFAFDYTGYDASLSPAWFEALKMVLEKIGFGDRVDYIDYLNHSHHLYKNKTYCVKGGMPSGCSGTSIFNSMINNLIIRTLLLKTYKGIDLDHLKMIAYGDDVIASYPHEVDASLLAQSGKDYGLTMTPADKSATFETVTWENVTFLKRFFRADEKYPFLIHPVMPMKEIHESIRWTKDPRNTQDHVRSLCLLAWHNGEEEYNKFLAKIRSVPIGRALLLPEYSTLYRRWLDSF
# Polio RdRp inh FP z-score – further read-out of Polio RdRp inh, marked with its call; z-score; measured here: FP z-score; hits read low
# An asterisk follows results filed as active; & = joins results of further samples. The list is partial; the hit share may differ from the screen's.
# Results follow in this order: Polio RdRp inh FP z-score, Polio RdRp inh
CCCCn1c(N)c(C#N)c2nc3ccccc3nc21
  -1.2, 98
CCn1cc(C(=O)NCCc2ccc(OC)c(OC)c2)c(=O)c2cc(S(=O)(=O)N3CCOCC3)ccc21
  0.1, 105
Cn1cnc(S(=O)(=O)N2CCCC(C(=O)Nc3cccc(C#N)c3)C2)c1 (configuration not stated)
  0.9, 110
O=C(NCc1ccccc1)c1cccnc1Nc1ccccc1
  -0.3, 98
O=C(CCN1N=C(c2ccccc2)CCC1=O)NC1CCCCC1
  0.9, 103
Cc1ccc(Cn2nc(C)c(C(=O)NCc3ccco3)c2Cl)cc1
  -0.6, 98
COc1ccc(OC)c(NC(=O)c2c(NCc3ccc(OC)c(OC)c3)sc3c2CCC3)c1
  1.2, 113
O=C(C1CCCC1)N1CCc2ccccc21
  -0.2, 101
CC1=CC(C)(C)N(C(=O)/C=C/c2ccccc2)c2ccc(C)cc21
  -0.7, 99
CCOC(=O)c1snc2c(=O)[nH]cnc12
  0, 101
CCOc1ccc(S(=O)(=O)N(CC(=O)Nc2ccc(OC)c(Cl)c2)c2ccccc2)cc1
  0.4, 106
Cc1ccc(NC(=O)CS(=O)Cc2nc(-c3ccc(C)cc3)oc2C)cc1 (configuration not stated)
  1.7, 105
O=C(Cc1ccccc1)c1ccccc1
  0.3, 102
CC(C)NC(=O)CCCN1C(=O)CCn2nc(-c3cccn3C)cc21
  -1, 103
CC(C)COCC(CN(Cc1ccccc1)c1ccccc1)N1CCCC1 (configuration not stated)
  -1.1&-0.3&0&0, 98&99&99&100

# Next part, overlapping the part above by 4 compounds.
# Results follow in this order: Polio RdRp inh FP z-score, Polio RdRp inh
Cc1ccc(NC(=O)CS(=O)Cc2nc(-c3ccc(C)cc3)oc2C)cc1 (configuration not stated)
  1.7, 105
O=C(Cc1ccccc1)c1ccccc1
  0.3, 102
CC(C)NC(=O)CCCN1C(=O)CCn2nc(-c3cccn3C)cc21
  -1, 103
CC(C)COCC(CN(Cc1ccccc1)c1ccccc1)N1CCCC1 (configuration not stated)
  -1.1&-0.3&0&0, 98&99&99&100
Cc1cc(C(=O)CSc2ccc(S(=O)(=O)N3CCN(Cc4ccccc4)CC3)cn2)c(C)n1C
  0.5, 104
CCN1CCSc2ccc(C(=O)NCC3CCCO3)cc21 (configuration not stated)
  -0.6, 100
CC(C)COc1ccc(-c2nnn(CC(=O)N3C(C)CCCC3C)n2)cc1 (configuration not stated)
  0.1, 102
CCC(C)NC(=O)CC12CC3CC(C1)CC(CC(=O)NC(C)CC)(C3)C2 (configuration not stated)
  0.4, 104
CCCCN(C)CCCNC(=O)C1CCN(S(=O)(=O)CC)CC1
  -0.7, 108
CCOC(=O)c1ccc(NC(=O)CC2C(=O)N(c3ccc(C)cc3)C(=O)N2C2CCCCC2)cc1 (configuration not stated)
  0.2, 106
Cc1cc(N=Cc2c(O)n(-c3ccccc3F)c(=O)c3ccccc23)n[nH]1
  0.2, 104
CC(=O)NN1C(=O)c2ccccc2NC1c1ccccn1 (configuration not stated)
  0.4, 102
O=CNC(Cc1ccccc1)C(=O)O (configuration not stated)
  0.5, 104
CN(C(=O)CSCc1ccccc1)c1ccccc1
  0.1, 101
N/C(=N\OC(=O)CSc1ccccc1)c1ccncc1
  0.1, 101
CN1CCc2nc3sc(C(=O)c4ccc5c(c4)OCO5)c(N)c3cc2C1
  1.7, 106
CC(C)CCNC(=O)C1c2ccccc2C(=O)N(C)C1c1cn(C)c2ccccc12 (configuration not stated)
  -0.7, 99
Cc1ccc(CNC(=O)CSc2nc3cc(S(=O)(=O)N4CCCCC4)ccc3o2)cc1
  0, 103
CC(C)(C)C(=O)/C(C#N)=C/Nc1ccc(Cl)cn1
  1.4, 107

# Seven entries drawn at random from the list so far:
# Results follow in this order: Polio RdRp inh FP z-score, Polio RdRp inh
CC(C)CCNC(=O)C1c2ccccc2C(=O)N(C)C1c1cn(C)c2ccccc12 (configuration not stated)
  -0.7, 99
CC(C)(C)C(=O)/C(C#N)=C/Nc1ccc(Cl)cn1
  1.4, 107
Cc1ccc(CNC(=O)CSc2nc3cc(S(=O)(=O)N4CCCCC4)ccc3o2)cc1
  0, 103
Cc1cc(C(=O)CSc2ccc(S(=O)(=O)N3CCN(Cc4ccccc4)CC3)cn2)c(C)n1C
  0.5, 104
CCOC(=O)c1ccc(NC(=O)CC2C(=O)N(c3ccc(C)cc3)C(=O)N2C2CCCCC2)cc1 (configuration not stated)
  0.2, 106
CC(=O)NN1C(=O)c2ccccc2NC1c1ccccn1 (configuration not stated)
  0.4, 102
O=CNC(Cc1ccccc1)C(=O)O (configuration not stated)
  0.5, 104

# The list continues.
# Results follow in this order: Polio RdRp inh FP z-score, Polio RdRp inh
COc1cccc(-n2c(/C=C\c3ccc(Cl)cc3)nc3ccccc3c2=O)c1
  0.5, 105
O=C(N1CCN(c2ccccn2)CC1)C12CC3CC(CC(C3)C1)C2
  -0.8, 100
COC(=O)c1ccc2c(=O)n(CCCCCC(=O)NCc3ccc(Cl)cc3)c(=O)[nH]c2c1
  -1.3, 99
Cc1cccc(C)c1OCC(C)N (configuration not stated)
  -0.7, 97
Cc1ccc(N2CC(C(=O)Nc3ccc(Cl)cc3Cl)CC2=O)cc1 (configuration not stated)
  1, 108
CC1CCCCC1NC(=O)c1nn(C)c2c1CS(=O)(=O)c1ccccc1-2 (configuration not stated)
  -1.2, 100
OCn1c(=S)sc2ccccc21
  0.2, 102
COc1ccc(CSc2cccc[n+]2[O-])cc1F
  0.3, 106
CCN=c1scc(-c2cc(C)c(C)cc2C)n1/N=C/c1ccc(C)o1
  -0.4, 100
CCOC(=O)c1ccc(NC(=O)C(Cc2ccccc2)NS(=O)(=O)c2ccc(Br)s2)cc1 (configuration not stated)
  -0.5, 107
O=C(CCN1N=C(c2ccccc2)CCC1=O)NCCc1ccccc1
  -0.7, 101
O=S(=O)(NC1CCCCC1Sc1ncccn1)c1ccccc1 (configuration not stated)
  -0.3, 99
O=C(Cc1ccccc1)N(Cc1cccnc1)c1nc2ccc(Cl)cc2s1
  -1.1, 102
CSC1=NCCN1Cc1ccccc1
  0.2, 105
COc1cc(C=C2C(=O)NC(=O)NC2=O)ccc1OCC(C)C
  0.3, 103

# Given field by field: part of the list above.
> O=C(N1CCN(c2ccccn2)CC1)C12CC3CC(CC(C3)C1)C2
  Polio RdRp inh FP z-score: -0.8; Polio RdRp inh: 100
> COC(=O)c1ccc2c(=O)n(CCCCCC(=O)NCc3ccc(Cl)cc3)c(=O)[nH]c2c1
  Polio RdRp inh FP z-score: -1.3; Polio RdRp inh: 99
> Cc1cccc(C)c1OCC(C)N (configuration not stated)
  Polio RdRp inh FP z-score: -0.7; Polio RdRp inh: 97
> Cc1ccc(N2CC(C(=O)Nc3ccc(Cl)cc3Cl)CC2=O)cc1 (configuration not stated)
  Polio RdRp inh FP z-score: 1; Polio RdRp inh: 108

# Later entries:
# Results follow in this order: Polio RdRp inh FP z-score, Polio RdRp inh
COc1cc(NC(=O)Cn2ccc3ccccc3c2=O)cc(OC)c1OC
  -0.6, 103
Cc1ccc(S(=O)(=O)CCSc2n[nH]c(=O)n2-c2ccc3c(c2)OCCO3)cc1
  0.5, 103
Nc1c2c(nc3c1CCC3)CCCC2
  -0.3, 101
COCCN=c1scc(-c2ccc(O)c(C(N)=O)c2)n1/N=C/c1cccnc1
  1.3, 112
O=C(Cc1ccccc1)Nc1nc(-c2cccs2)cs1
  0.1, 103
COC(=O)c1cc(S(=O)(=O)NCC2CCCO2)c[nH]1 (configuration not stated)
  -0.2, 101
CCOc1ccc(NC(=O)C(=O)NCCc2sc(-c3ccc(C)cc3)nc2C)cc1
  1, 111
CCCNC(=O)N1[C@H](c2cccs2)[C@@H](C)C(=O)[C@@H](C)[C@@H]1c1cccs1
  1.4, 114
COc1ccc(Cl)cc1NC(=O)c1cc2ccc3ccc(C)[nH]c3c2n1
  -0.2, 101
CCNC(=S)N1CCN(C(=O)C(Cc2ccccc2)NC(C)=O)CC1 (configuration not stated)
  0.3, 102
CC(NCCN1CCNCC1)c1cc(C(C)(C)C)cc2c1CCC2(C)C (configuration not stated)
  0.2, 105
O=C(COC(=O)c1cn(-c2ccccc2)nc1-c1ccccc1)c1ccc(Br)cc1
  -0.2, 102
CCC(C)(C)c1cnc(NC(C)=O)s1
  0.4, 103
CCN1Cc2cccc(CNc3ccc(C)c(Cl)c3)c2C1
  -0.2, 102
COc1ccc2cc3[n+](cc2c1OC)CCc1cc2c(cc1-3)OCO2
  0&0.1, 99&100

# (list continues)
# Results follow in this order: Polio RdRp inh FP z-score, Polio RdRp inh
N#CSc1ccc2nc(N)sc2c1
  -1.5, 94
O=C(NCc1cccc(Cl)c1)C1CCN(C(=O)c2sccc2-n2cccc2)CC1
  1.8, 117
CN(C)c1ccc2nc3c(nc2c1)C(=O)c1ccccc1C3=O
  0.2, 102
CC(O)C(=O)N/N=C/c1ccccc1 (configuration not stated)
  0.4, 101
Cc1noc(C)c1S(=O)(=O)N(CC(=O)Nc1ccc(F)cc1F)c1ccc(C(C)C)cc1
  1.1, 110
O=C(C1=NNC2C(=O)N(c3ccccc3)C(=O)C12)c1cccnc1 (configuration not stated)
  0.4, 106
Cc1ccc(C)c(OC(=O)C2CC(=O)N(c3ccc4c(c3)OCCO4)C2)c1C (configuration not stated)
  0.5, 106
CN(C)C(=O)COC(=O)c1ccc(C#N)cc1
  -0.2, 105

# 2 successive records already listed, quoted:
# Results follow in this order: Polio RdRp inh FP z-score, Polio RdRp inh
Cc1ccc(C)c(OC(=O)C2CC(=O)N(c3ccc4c(c3)OCCO4)C2)c1C (configuration not stated)
  0.5, 106
CN(C)C(=O)COC(=O)c1ccc(C#N)cc1
  -0.2, 105
